High-throughput results from PubChem BioAssay.
Pin1 inh = inhibitors of human Pin1; Q13526; Pin1 FP peptide displacement, HiFluor488, 10 min; Potency, µM (top dose mostly 115 µM), for the others: at the top dose activity, negative = inhibition, usual class: inhibitors; hit rate 0.009% among 390,000; active = well fitted inhibition curve with a large enough effect in the polarisation, with a control signal flat, not every such curve was filed as active; inconclusive = small, poorly fitted or top-dose-only effect, or effect the other way, or a change in a side signal; inactive = no such curve, though single readings can be large or run the other way; the % refers to the polarisation; note: potency is the fitted concentration of half-maximal effect; % is set by controls: 0 for no effect and ±100 for the full control effect
PGK inhibitor = inhibitors of T. brucei phosphoglycerate kinase | Potency, µM (top dose mostly 57.5 µM), without a hit: at the highest dose activity change, negative = inhibition, hits mostly inhibitors | hit rate 0.043% among 380,000 | P07378 | PGK/GAPDH coupled, Kinase-Glo luminescence, 60 min; note: potency is the fitted concentration of half-maximal effect; % is set by controls: 0 for no effect and ±100 for the full control effect; nearly all actives have a fitted effect of over 60% in size
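Luminescent ATP detection (Kinase-Glo Plus) follows a 60-minute room-temperature incubation, with wells lacking PGK as controls. Buffer: 100 mM TEA (pH 7.6), 5 mM MgCl2, 0.01% Tween-20. Coupling enzyme GAPDH (100 nM final) supplies unstable 1,3-BPG in-well.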
G9a inh = blocks human histone lysine methyltransferase G9a | hit rate 8.8% among 350,000 | G9a H3K9 monomethylation, AlphaScreen, 2 h | Q96KQ7 | Potency, µM (highest dose often 102 µM), for inactives: at the highest dose activity, negative = inhibition, most hits filed as inhibitors; note: potency is the fitted concentration of half-maximal effect; % is set by controls: 0 for no effect and ±100 for the full control effect; nearly all actives have a fitted effect of over 75% in size
Target sequence (Q96KQ7 913-1193 limits assumed): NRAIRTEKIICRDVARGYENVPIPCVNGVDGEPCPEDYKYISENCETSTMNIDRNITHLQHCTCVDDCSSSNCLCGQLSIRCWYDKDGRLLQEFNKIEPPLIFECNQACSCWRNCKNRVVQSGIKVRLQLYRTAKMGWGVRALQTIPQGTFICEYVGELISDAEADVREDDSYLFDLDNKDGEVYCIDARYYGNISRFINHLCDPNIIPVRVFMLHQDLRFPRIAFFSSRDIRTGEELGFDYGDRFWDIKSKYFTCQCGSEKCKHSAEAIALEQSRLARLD
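Quantitative HTS format: methyltransferase activity on a biotin-tagged H3K9 peptide is measured by AlphaScreen, using a rabbit anti-monomethyl-H3K9 antibody with streptavidin donor and anti-IgG acceptor beads. Final levels are 20 nM enzyme, 500 nM peptide, 20 uM SAM; 2 h RT.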
PI4K2A block = inhibitors of human PI4K2A; Q9BTU6; purified PI4K2A, ADP-Glo luminescence, 1 h; stronger effect = lower value; activity change, negative = inhibition, % at 76.9 µM; hit rate 0.13% among 420,000; AID 1346378; in the data active = activity change below about -50%; inconclusive = mostly about -30% to -49%;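 note: -100% = wells without enzyme as full effect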
Target sequence (Q9BTU6 whole entry, looked up): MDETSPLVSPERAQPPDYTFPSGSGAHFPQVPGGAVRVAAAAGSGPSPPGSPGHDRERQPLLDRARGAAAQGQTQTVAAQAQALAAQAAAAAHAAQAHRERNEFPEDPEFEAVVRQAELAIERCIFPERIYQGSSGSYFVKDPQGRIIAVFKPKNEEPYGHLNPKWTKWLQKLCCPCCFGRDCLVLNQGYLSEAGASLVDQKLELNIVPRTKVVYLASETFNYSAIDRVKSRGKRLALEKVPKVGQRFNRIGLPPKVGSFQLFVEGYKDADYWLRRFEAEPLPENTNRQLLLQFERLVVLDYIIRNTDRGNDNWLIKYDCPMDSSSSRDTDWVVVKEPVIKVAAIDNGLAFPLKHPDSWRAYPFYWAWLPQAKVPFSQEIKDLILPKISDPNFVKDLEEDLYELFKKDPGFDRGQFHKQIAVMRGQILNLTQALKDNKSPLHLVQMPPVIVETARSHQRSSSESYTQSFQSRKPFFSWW
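ADP-Glo luminescence measured ADP generated by PI4K2A enzyme (4 ug/mL before mixing) with 1.2 mM PI substrate (pre-mix) and 300 microM ATP (pre-mix). Tris pH7.5 buffer with MgCl2, Triton X-100; 1 h reaction at ambient temperature.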
HP1b binding inh = HP1-beta chromodomain-methylated histone interaction inhibition; P83916; AlphaScreen HP1-beta / biotin-H3K9me3 peptide binding; Potency, µM (series often up to 114 µM), for inactives: top-dose activity change, negative = inhibition, usual class: inhibitors; hit rate 0.56% among 390,000; AID 540317; note: potency is the fitted concentration of half-maximal effect; nearly all actives have a fitted effect of over 70% in size; inactives centre near 23
Target sequence (P83916 whole entry, looked up): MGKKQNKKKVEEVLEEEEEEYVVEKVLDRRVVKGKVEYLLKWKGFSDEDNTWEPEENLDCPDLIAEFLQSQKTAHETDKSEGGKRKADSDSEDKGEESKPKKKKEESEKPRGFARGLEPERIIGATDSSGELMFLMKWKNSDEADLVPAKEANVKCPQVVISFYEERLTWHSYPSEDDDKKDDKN
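Compound inhibition of the preformed complex between 50 nM HP1-beta and 50 nM biotinylated H3K9me3 peptide was read by AlphaScreen. Buffer was PBS pH 7.4 with 0.01% Tween-20. Incubations ran 30 min at room temperature, with 10 ug/mL donor/acceptor beads.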
GLS inhibitor = inhibitors of human glutaminase (GLS); O94925; hit rate 0.21% among 410,000; GLS enzymatic activity, qHTS titration; Potency, µM (series often up to 45.5 µM), for the others: top-dose activity change, negative = inhibition, most hits filed as inhibitors; note: potency is the fitted concentration of half-maximal effect; % is set by controls: 0 for no effect and ±100 for the full control effect
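Coupled fluorescence readout: glutamate oxidase/HRP/Amplex Red detect glutamate formed by hKGA from L-glutamine (1 mM solution added). Buffer 45 mM KH2PO4 pH 8.2, 0.02% Tween-20; reads at t0 and 30 min RT.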
JMJD2A Tudor inh = inhibitors of human JMJD2A Tudor domain; AlphaScreen JMJD2A-Tudor / H3K4me3 peptide binding; Potency, µM (top dose mostly 114 µM), without a hit: at the highest dose activity change, negative = inhibition, usual class: inhibitors; hit rate 4.4% among 390,000; AID 504339; note: potency is the fitted concentration of half-maximal effect; % is set by controls: 0 for no effect and ±100 for the full control effect; nearly all actives have a fitted effect of over 50% in size
BAZ2B inh = BAZ2B (human) inhibition. AID 504333. Potency, µM (highest dose often 114 µM), for the others: top-dose activity change, negative = inhibition, hits mostly inhibitors. AlphaScreen BAZ2B-H3K14Ac peptide displacement. Q9UIF8. hit rate 4.4% among 360,000; note: potency is the fitted concentration of half-maximal effect; % is set by controls: 0 for no effect and ±100 for the full control effect; nearly all actives have a fitted effect of over 60% in size
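AlphaScreen luminescence quantifies BAZ2B engagement of H3K14Ac peptide; the protein and biotinylated peptide are both at 50 nM final, buffer PBS pH 7.4 with 0.01% Tween-20, all steps at room temperature.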
ERG-DNA inh = ERG Ets/DNA interaction inhibition. fluorescence polarization, His-ERG Ets domain / labelled DNA. Potency, µM (series often up to 76.9 µM), for the others: at the highest dose FP activity, negative = inhibition, actives largely listed as inhibitors. hit rate 0.028% among 370,000; active = well fitted inhibition curve with a large enough effect in the polarisation, with a control signal flat; inconclusive = small, poorly fitted or top-dose-only effect, or effect the other way, or a change in a side signal; inactive = no such curve, though single readings can be large or run the other way; the % refers to the polarisation;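 note: polarization taken with two DNA probes labelled with fluorescein and Texas red; potency is the fitted concentration of half-maximal effect; % of control where 0% means no effect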
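His-tagged ERG Ets domain (1 uM in the protein solution; 300mM KCl, 50mM Tris-HCl, 1mM EDTA, 1mM DTT, pH 7.5) received compound, then a probe mix of 5 nM fluorescein-DNA and 100nM Texas-615-DNA. Fluorescence polarization was read for both dyes.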
Active calls of the source: *; i = inactive; ? = inconclusive; / = no result given; [ ] = remark or other dose. Unless noted, calls come from the whole dose curve; as a rule, active = well fitted curve in the direction sought with a large enough effect; inconclusive = small, poorly fitted or top-dose-only effect, or another doubt; inactive = no such curve, though single readings can be large; an effect the other way counts as inactive or inconclusive.

SMILES	Pin1 inh	PGK inhibitor	G9a inh	PI4K2A block	HP1b binding inh	GLS inhibitor	JMJD2A Tudor inh	BAZ2B inh	ERG-DNA inh
CCCSc1nsc(N)n1	-10%	i	?	10	15%	4%	-18%	-23%	-7%
CS(=O)(=O)N(CC(=O)NCCC1=CCCCC1)C1CCCCC1	0%	-3%	12%[59 µM]	-15	9%	-3%	-24%	6%	0%
Cc1ccc(OC(=O)Nc2ccccc2)cc1	-8%	-15%	-5%	-6	36%	-2%	3%	0%	-14%
O=C(COc1ccc2c3c(c(=O)oc2c1)CCC3)N1CCN(c2ccc(F)cc2)CC1	4%	-6%	26%	1	46%[activator]	12%	?	?	-1%
C=CCNc1nc(Nc2ccc(OC)cc2)nc(OCC)n1	-6%	i	10%[12.7 µM]	-2	21%	-4%	-19%	-20%	/
COc1cc(/C=N/NC(=O)CCN2CCN(C)CC2)cc2c1OCO2	-10%	-2%	38%	2	?	11%	0.79µM*	-12%	-6%
CC(=O)Nc1ccc(OCC(=O)N(CC(C)C)C2CCS(=O)(=O)C2)cc1 (stereo unspecified)	-13%	12%	-6%	-1	36%[activator]	-1%	-5%	0%	-10%
COc1ccc(Cl)cc1NC(=O)CN1CCCCCC1	4%	-5%	4%	-4	15%	0%	4%	-3%	-6%
O=C(C=Cc1ccccc1)c1cc(Br)ccc1O	1%	-1%	/	6	23%	-8%	20%	/	0%
COc1cc(/C=C2\SC(=O)N(CCN)C2=O)ccc1OS(=O)(=O)c1cc(C)ccc1C	?	-3%	28µM*	-5	?	?	28µM*	?	3%
CCNS(=O)(=O)c1ccc(CCC(=O)N2CCN(Cc3ccccc3)CC2)cc1	2%	-2%	-2%	-2	39%	0%	-14%	0%	6%
Cc1ccc(NC(=O)CN2C(=O)COc3ccc(S(=O)(=O)N4CCCC4)cc32)cc1C	4%	11%	16%	-2	33%	2%	-14%	-17%	5%
COCCn1cnc2c1c(=O)n(CC(=O)Nc1cc(C)on1)c(=O)n2Cc1ccccc1	-3%	-3%	-15%	-6	28%	-1%	3%	-2%	-3%
COc1ccccc1N(Cc1ccccc1)S(=O)(=O)c1cccc(C(=O)Nc2cc(C)ccn2)c1	4%	15%	21%	1	47%[activator]	1%	-18%	-13%	0%
NC(=O)CCC(NS(=O)(=O)c1ccc(Cl)cc1)C(=O)NCc1ccccc1Cl (stereo unspecified)	2%	0%	24%[59 µM]	4	10%	4%	-8%	9%	-3%

Three structures out of the list, arranged by molar mass, low to high.
SMILES	Pin1 inh	PGK inhibitor	G9a inh	PI4K2A block	HP1b binding inh	GLS inhibitor	JMJD2A Tudor inh	BAZ2B inh	ERG-DNA inh
O=C(COc1ccc2c3c(c(=O)oc2c1)CCC3)N1CCN(c2ccc(F)cc2)CC1	4%	-6%	26%	1	46%[activator]	12%	?	?	-1%
Cc1ccc(NC(=O)CN2C(=O)COc3ccc(S(=O)(=O)N4CCCC4)cc32)cc1C	4%	11%	16%	-2	33%	2%	-14%	-17%	5%
COc1cc(/C=C2\SC(=O)N(CCN)C2=O)ccc1OS(=O)(=O)c1cc(C)ccc1C	?	-3%	28µM*	-5	?	?	28µM*	?	3%

(list continues)
SMILES	Pin1 inh	PGK inhibitor	G9a inh	PI4K2A block	HP1b binding inh	GLS inhibitor	JMJD2A Tudor inh	BAZ2B inh	ERG-DNA inh
CCOc1ccc(C(=O)COC(=O)Cn2cnc3c2c(=O)n(C)c(=O)n3C)cc1	15%	-7%	-4%[12.7 µM]	1	27%	6%	-5%	6%	1%
COc1ccc(C(=O)OCC(=O)Nc2ccc3c(c2)OCCO3)c(OC)c1	-1%	0%	5%[12.7 µM]	-6	18%	1%	1%	-1%	-7%
CCC(=O)n1nc(-c2ccccc2)nc1SCC(=O)Nc1ccc(C)cc1	4%	-5%	-14%[2.33 µM]	-5	10%	-1%	-2%	45%[activator]	1%
COCCNC(=O)c1onc(CSc2ccccc2)c1C(=O)NCCOC	-3%	1%	21%[2.33 µM]	2	10%	-5%	-10%	4%	-9%
Cc1ccccc1NC(=O)COc1cccc2c1CCNC2=O	-3%	-6%	2%	-1	33%	-9%	-6%	9%	3%
CCOC(=O)c1c(C)c(C(=O)NCc2cccnc2)c(C)n1C	-12%	i	-1%	4	13%	-2%	-11%	?	10%
O=C(CN1C(=O)C2(SCC(=O)N2c2ccccc2)c2ccccc21)NCc1ccccc1 (stereo unspecified)	?	i	-11%[59 µM]	3	38%	-2%	-4%	-10%	-3%
COC(=O)c1ccc(C2CC(=O)Nc3cc(OC)c(OC)cc32)cc1 (stereo unspecified)	-3%	-3%	15%[59 µM]	1	11%	-5%	-16%	-7%	/
CSC(=Nc1ccccc1)C1=C(O)COC1=O	0%	5%	?	-4	34%	-6%	-24%	-6%	2%
COc1ccc(C)cc1NC(=O)CN(c1ccc(F)cc1)S(C)(=O)=O	-6%	14%	-10%[59 µM]	2	27%	9%	-6%	10%	-11%
Cc1cc(C)c(NC(=O)COC(=O)c2cc([N+](=O)[O-])ccc2N2CCOCC2)c(C)c1	?	-8%	9%	2	12%	-4%	-10%	-19%	-3%
Cc1cc(-c2ccc(S(=O)(=O)N3CCN(C)CC3)s2)on1	3%	-4%	1%	-9	41%[activator]	6%	-11%	-15%	3%
CCn1cc2nc(SCC(=O)Nc3ccc(C)cc3C)n(Cc3ccc(C)cc3)c(=O)c2n1	110%[activator]	-1%	-29%[59 µM]	-9	34%	0%	-33%	?	-1%
COC(=O)c1ccc(C(=O)OC)c(NC(=S)N2CCC(N3CCCCC3)CC2)c1	-4%	i	-39%	-10	35%	12%	-28%	/	10%
CN(C)c1ccc(NC(=O)CN2C(=O)CC(c3ccccc3)=Nc3ccccc32)cc1	4%	-3%	2µM*	6	7%	5%	-11%	-5%	2%

Structures above shown as hits in JMJD2A Tudor inh:
SMILES	Pin1 inh	PGK inhibitor	G9a inh	PI4K2A block	HP1b binding inh	GLS inhibitor	JMJD2A Tudor inh	BAZ2B inh	ERG-DNA inh
COc1cc(/C=N/NC(=O)CCN2CCN(C)CC2)cc2c1OCO2	-10%	-2%	38%	2	?	11%	0.79µM*	-12%	-6%
COc1cc(/C=C2\SC(=O)N(CCN)C2=O)ccc1OS(=O)(=O)c1cc(C)ccc1C	?	-3%	28µM*	-5	?	?	28µM*	?	3%

(further entries)
SMILES	Pin1 inh	PGK inhibitor	G9a inh	PI4K2A block	HP1b binding inh	GLS inhibitor	JMJD2A Tudor inh	BAZ2B inh	ERG-DNA inh
COC(=O)C1=C(C)N(Cc2ccco2)C(=O)N[C@@H]1c1ccc(Br)cc1	-1%	-5%	/	-4	95%[activator]	-2%	-12%	/	4%
CCOc1ccc(C(=O)c2cn(CC(=O)Nc3ccc(OC)cc3)c3cc4c(cc3c2=O)OCO4)cc1	1%	-9%	-5%[59 µM]	1	12%	-5%	-20%	-6%	-6%
Cc1ccc(C(=O)NCC(=O)OCC(=O)Nc2ncc(C(F)(F)F)cc2Cl)cc1	?	-4%	?	0	30%	3%	-14%	3%	?
COc1ccc(S(=O)(=O)N2CCN(c3nc(C)cc(C)n3)CC2)cc1	-5%	-1%	19%[2.33 µM]	-2	30%	1%	-8%	1%	-1%
CN(CCCC1CCCC1)C(=O)c1cc(COc2ccc(F)cc2F)on1	4%	4%	195%[activator]	-1	155%[activator]	0%	135%[activator]	105%[activator]	15%
Nc1cc(N)cc(-c2nc3ccccc3[nH]2)c1	13%	i	22µM*	1	-36%	2%	?	45µM*	11%
CCCCn1c(SCc2ccc(Cl)cc2)nc2c1c(=O)[nH]c(=O)n2C	-9%	-1%	?	5	-16%	4%	?	14%	12%
CCOc1nc(NCCN2CCOCC2)nc(Nc2ccc(C)cc2)n1	-6%	-9%	6%	-1	6%	0%	-20%	-2%	0%
CCOC(=O)c1ccc(NC(=S)N2CCN(C)CC2)cc1	0%	?	-4%	-1	1%	2%	-4%	-7%	10%
CCOC(=O)N1CCN(C(=O)/C(=C/c2ccc(OC)cc2)NC(=O)c2ccccc2)CC1	-4%	3%	-1%[59 µM]	3	-5%	25%	-11%[57.1 µM]	-4%	-8%
O=C(Nc1ccc(Cl)cc1)N1N=CCC1c1ccccc1 (stereo unspecified)	0%	-8%	20%	-3	34%	3%	10%	-1%	-2%
Cc1ccc(N(CC(O)Cn2c3ccccc3c3ccccc32)S(=O)(=O)c2ccc(F)cc2)cc1 (stereo unspecified)	?	-8%	-40%[59 µM]	-6	20%	3%	-9%	-17%	5%
Cc1ccc(C(C(=O)NC2CCCCC2)N(CC2CCCO2)C(=O)CNC(=O)c2cccs2)cc1 (stereo unspecified)	-3%	i	15%	3	8%	0%	-23%	0%	-14%
c1cncc(-c2nc(NCc3ccc4c(c3)OCO4)c3ccccc3n2)c1	1%	-9%	5%[59 µM]	-5	49%[activator]	-7%	-14%	-24%	11%
CC(=O)N1CCC(=NNS(=O)(=O)c2cccc([N+](=O)[O-])c2)CC1	5%	-4%	10µM*	-5	51%[activator]	1%	-17%	-1%	2%
